DAGLB inhibitor = DAGLB lipase inhibitors, primary screen, biochemical, fluorescence, HTS; Diacylglycerol lipase-beta (Homo sapiens), Q8NCG7; HEK293T DAGLB membrane lysate, EnzChek fluorogenic substrate; inhibition, % at 5.17 µM; 340,000 tested, 0.059% active; AID 504411, 2011; in the data active means inhibition above about 34%;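 further: 0% = enzyme with vehicle and 100% = wells lacking enzyme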
Target sequence (Q8NCG7 whole entry, looked up): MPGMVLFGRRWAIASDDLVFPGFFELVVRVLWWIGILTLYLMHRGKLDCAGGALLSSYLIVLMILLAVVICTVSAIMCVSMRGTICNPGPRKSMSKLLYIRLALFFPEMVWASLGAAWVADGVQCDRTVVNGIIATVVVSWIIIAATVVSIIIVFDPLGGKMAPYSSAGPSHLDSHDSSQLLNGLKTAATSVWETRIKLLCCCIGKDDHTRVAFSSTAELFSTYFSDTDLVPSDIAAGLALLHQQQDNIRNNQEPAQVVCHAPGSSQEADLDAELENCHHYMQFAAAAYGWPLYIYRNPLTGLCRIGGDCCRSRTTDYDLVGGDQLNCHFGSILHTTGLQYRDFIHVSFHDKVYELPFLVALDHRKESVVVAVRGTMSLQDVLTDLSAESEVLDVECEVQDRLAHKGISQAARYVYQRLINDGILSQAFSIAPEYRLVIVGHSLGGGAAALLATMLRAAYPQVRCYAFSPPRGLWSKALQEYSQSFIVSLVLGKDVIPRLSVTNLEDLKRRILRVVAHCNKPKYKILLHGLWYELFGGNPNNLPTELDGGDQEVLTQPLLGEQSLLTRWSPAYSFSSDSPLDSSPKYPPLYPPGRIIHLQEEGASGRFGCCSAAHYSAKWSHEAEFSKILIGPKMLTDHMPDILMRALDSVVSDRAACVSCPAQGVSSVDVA
Arr AP2 block = inhibitors of beta-arrestin/AP2 binding, primary screen, biochemical, GPCR trafficking, flow cytometry; inhibition, % at 10 µM; FITC-arrestin peptide / GST-AP2 beads; AP2 beta2 appendage carries R879A mutation; AID 504490, 2011; beta-arrestin 1 C-terminal peptide binding to AP2 beta2-adaptin appendage (human); 340,000 tested, 0.31% active;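 active means inhibition above a set limit, near 3 SD of compounds lacking own fluorescence, cut at about 54% in these data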;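 further: plate controls were DMSO wells for no effect and 5 µM unlabelled arrestin peptide for full effect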
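test system = AP2 appendage R879A on GSH beads | buffer or medium = PBS plus Tween 20 (0.05%) and BSA (0.1%) | incubation = 12 min plus 1 h, RT | detection = bead flow cytometry, FITC channel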
PKA-R2B act = activators of PKA-R2B holoenzyme, primary screen, biochemical, fluorescence polarization, Cy5-IP20, human; cAMP-dependent protein kinase catalytic subunit beta (Homo sapiens) + cAMP-dependent …; PKA-R2B holoenzyme dissociation; R2B truncated from residue 108, S112A mutant; 0% DMSO only, 100% 113 µM cGMP; activation, % at 11.4 µM; 340,000 tested, 0.079% active;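 active means activation above a cutoff set at the mean over all compounds plus 3 SD, cut at about 18% in these data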;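 further: higher means more holoenzyme dissociation and a rise in polarization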
DSG3 Ab inh = inhibitors of pemphigus antibody binding to DSG3, primary screen, biochemical, bead-based, flow cytometry, scFv-GFP; 310,000 tested, 0.48% active; binding (percent of control), % at 10 µM; Desmoglein-3 (Homo sapiens), P32926; DSG3-coupled beads, scFv-anti-DSG3-GFP binding; active compounds read low;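 active means binding more than 3 SD below its plate's average and above zero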;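 further: hits lower antibody fragment binding to DSG3; some compounds called inactive have numbers as strong as hits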
HTR5A inv ag = HTR5A inverse agonists in luminescence cell assay, primary screen, counter-screen for OPRM1-OPRD1 heterodimer inverse agonist project, full-deck HTS; HTR5A cell line, inverse agonism; inhibition, % at 9.3 µM; 340,000 tested, 0.083% active; in the data active means inhibition mostly above about 23%, no sharp cut-off; inactive means mostly below about 18%;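 further: 0% = cells with DMSO and 100% = no-cell wells with DMSO; some compounds called inactive have numbers as strong as hits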
Target sequence (P47898 whole entry, looked up): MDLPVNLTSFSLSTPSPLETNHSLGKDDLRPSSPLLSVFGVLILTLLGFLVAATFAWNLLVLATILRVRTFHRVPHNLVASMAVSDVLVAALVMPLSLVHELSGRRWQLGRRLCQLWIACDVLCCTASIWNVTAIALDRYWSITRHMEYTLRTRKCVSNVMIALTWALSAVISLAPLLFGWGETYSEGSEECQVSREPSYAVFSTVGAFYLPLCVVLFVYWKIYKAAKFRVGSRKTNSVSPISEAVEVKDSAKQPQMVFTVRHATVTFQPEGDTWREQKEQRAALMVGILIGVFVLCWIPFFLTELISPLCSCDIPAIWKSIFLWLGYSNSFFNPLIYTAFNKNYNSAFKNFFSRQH
MOR-DOR ag = agonists of OPRM1-OPRD1 heterodimerization, primary screen, cell-based, luminescence. Mu-type opioid receptor (Homo sapiens) + Delta-type opioid receptor (Homo sapiens), …. cells. activation, % at 9.3 µM. 340,000 tested, 0.3% active. AID 504326, 2011; in the data active means activation above about 18%;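 further: 0% = vehicle-treated cells and 100% = reference agonist; values of inactives mirror those of a sister screen read the other way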
OPRM1-OPRD1 inv = inverse agonists of MOR-DOR heterodimerization, primary screen, cell-based, luminescence; Mu-type opioid receptor (Homo sapiens) + Delta-type opioid receptor (Homo sapiens), …; cell-based MOR-DOR heterodimer luminescence, inverse agonism; inhibition, % at 9.3 µM; 340,000 tested, 0.21% active; in the data active means inhibition above about 22%, passing the limit was not always enough;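 further: 0% = cells with DMSO and 100% = wells without cells with DMSO; values of inactives mirror those of a sister screen read the other way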
V-ATPase pH = regulators of yeast V-ATPase proton pumping, primary screen, pHLuorin cytosolic pH fluorescence; S. cerevisiae; response, % at 10 µM; 350,000 tested, 0.37% active; AID 504577, 2011; in the data active means response mostly above about 7.3%, no sharp cut-off; inactive means mostly below about 5.4%; further: actives read high; inactives centre near 0; some compounds called inactive have numbers as strong as hits; reference of the scale not given here
HTR5A ag = HTR5A agonists in luminescence cell assay, primary screen, counter-screen for OPRM1-OPRD1 heterodimer agonist project, full-deck HTS | 340,000 tested, 0.61% active | 5-hydroxytryptamine receptor 5A (Homo sapiens), P47898 | activation, % at 9.3 µM | cell-based; in the data active means activation mostly above about 9.5%, no sharp cut-off; inactive means mostly below about 7.6%;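 further: 0% = cells with vehicle only and 100% = reference agonist; strong numbers were not always called active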
PKA-R1A act = activators of PKA-R1A holoenzyme, primary screen, biochemical, fluorescence polarization, Cy5-IP20, bovine R1A, mouse PKAc. cAMP-dependent protein kinase type I-alpha regulatory subunit (Bos taurus) + …. 340,000 tested, 0.083% active. AID 504707, 2011. PKA-R1A dissociation; scaled: DMSO 0%, 113 µM cGMP 100%. activation, % at 11.4 µM;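 active means percent activation above the mean of all tested compounds plus 3 SD, cut at about 19% in these data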;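 further: higher means more PKAc released from R1A so a rise in polarization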
An asterisk follows results filed as active; x = not tested or not shown.

Start of the data: the first 2 entries as a preview:
1	COc1ccc(N(CCCN2C(=O)c3cccc4cccc(c34)C2=O)C(=O)c2ccncc2)cc1
2	COc1cc(C(=O)N(Cc2cc3ccccc3[nH]c2=O)CC2CCCO2)cc(OC)c1OC (configuration not stated)
entry no.,1,2
DAGLB inhibitor,-2.3,0.7
Arr AP2 block,6.8,16.2
PKA-R2B act,2.3,-0.1
DSG3 Ab inh,99.1,109.2
HTR5A inv ag,-16.8,13.3
MOR-DOR ag,-1.4,-1.4
OPRM1-OPRD1 inv,7.4,6.5
V-ATPase pH,-1.6,16.1
HTR5A ag,6.3,3.0
PKA-R1A act,3.1,4.1

This part in full (from the top)
1	COc1ccc(N(CCCN2C(=O)c3cccc4cccc(c34)C2=O)C(=O)c2ccncc2)cc1
2	COc1cc(C(=O)N(Cc2cc3ccccc3[nH]c2=O)CC2CCCO2)cc(OC)c1OC (configuration not stated)
3	CCOc1cc(/C=C(\C#N)C(=O)Nc2cccc(C(=O)O)c2)ccc1OCc1ccc(Br)cc1
4	Cc1cc(N2CCCC2=O)ccc1S(=O)(=O)NC1CCCCC1
5	O=C(NC1CCCc2ccccc21)c1ccc(CNc2c(N3CCOCC3)c(=O)c2=O)cc1 (configuration not stated)
6	CC(C)(C)c1ccc(C(=O)NCC(=O)O)cc1
entry no.,1,2,3,4,5,6
DAGLB inhibitor,-2.3,0.7,-0.6,-1.5,-0.5,-0.6
Arr AP2 block,6.8,16.2,-16.1,2.1,-7.7,10.4
PKA-R2B act,2.3,-0.1,6.0,6.0,3.6,-9.8
DSG3 Ab inh,99.1,109.2,104.9,110.7,85.1,112.7
HTR5A inv ag,-16.8,13.3,23.3,-12.1,-10.9,1.1
MOR-DOR ag,-1.4,-1.4,-1.6,-0.3,1.6,-2.7
OPRM1-OPRD1 inv,7.4,6.5,9.1,2.3,-8.2,14.0
V-ATPase pH,-1.6,16.1,-0.8,7.8,2.7,1.5
HTR5A ag,6.3,3.0,-9.6,2.7,3.9,2.1
PKA-R1A act,3.1,4.1,-8.3,-7.4,-2.0,0.2

7	O=C(N[C@H]1C/C=C\C[C@H](CC(=O)N(CCO)Cc2ccccc2)C(=O)N[C@@H](c2ccccc2)COC1=O)OCC1c2ccccc2-c2ccccc21
8	O=C(CCS(=O)(=O)c1ccccc1)Nc1nc2c(s1)COc1ccccc1-2
9	Cc1ccc(-c2nc(C#N)c(NCCN3CCCCC3)o2)cc1
10	CN1/C(=C\C(=O)C[n+]2cccc(C(N)=O)c2)C(C)(C)c2ccccc21
11	Cc1ccc(CSc2nc3c(c(=O)[nH]2)C(c2ccncc2)C2=C(CCCC2=O)N3)cc1 (configuration not stated)
12	CCSc1ccc(-c2ccco2)nn1
entry no.,7,8,9,10,11,12
DAGLB inhibitor,0.9,-2.7,0.7,1.6,3.6,-1.4
Arr AP2 block,28.5,14.1,3.3,16.3,0.3,43.2
PKA-R2B act,4.1,-5.3,7.7,0.9,-5.6,-6.2
DSG3 Ab inh,98.3,113.2,97.0,100.8,98.3,110.9
HTR5A inv ag,3.7,-36.3,-11.6,-2.4,4.8,-10.8
MOR-DOR ag,-0.9,0.0,-0.5,-0.9,-2.3,-3.7
OPRM1-OPRD1 inv,4.9,0.2,2.3,4.5,11.8,17.4
V-ATPase pH,-3.8,0.3,-6.2,-1.3,-0.9,-1.7
HTR5A ag,-1.4,0.6,4.9,1.8,1.8,4.4
PKA-R1A act,-9.9,-10.4,1.9,-4.1,-12.0,-14.6

13	Cc1ccc(CN(CC(=O)NCc2ccccn2)S(=O)(=O)c2ccccc2)cc1
14	S=c1[nH]nc(-c2ccccc2)n1/N=C/c1cccc(Cl)c1
15	Cc1occc1C(=O)NNC(=S)Nc1ccccc1C(F)(F)F
16	CC(C)Oc1ccc(C(=O)CCN2CCCCC2)cc1
17	Cc1ccccc1CN1CCN(Cc2cc3ccccc3o2)CC1CCO (configuration not stated)
18	CCN(CC(=O)NC1CCS(=O)(=O)C1)c1ccc(S(=O)(=O)N(CC)CC)cc1[N+](=O)[O-] (configuration not stated)
entry no.,13,14,15,16,17,18
DAGLB inhibitor,-0.5,-0.3,0.3,2.7,-3.1,2.6
Arr AP2 block,4.5,6.2,7.4,24.2,-9.8,35.1
PKA-R2B act,0.4,-3.7,-7.4,2.0,-13.2,14.6
DSG3 Ab inh,102.9,112.4,98.8,100.7,99.6,x
HTR5A inv ag,-5.1,-8.6,-0.9,-15.2,2.6,-13.1
MOR-DOR ag,-0.3,7.7,-3.3,-1.3,-1.0,-0.5
OPRM1-OPRD1 inv,2.1,-38.8,17.3,7.5,4.5,2.0
V-ATPase pH,7.0,-3.8,0.3,0.5,-4.2,4.6
HTR5A ag,5.6,2.3,-3.8,3.7,-0.7,1.5
PKA-R1A act,-2.9,-0.2,-5.8,-4.7,3.1,1.0

19	Cc1ccc(C(CC(=O)O)NC(=O)c2ccc(S(=O)(=O)N3CC(C)OC(C)C3)cc2)cc1 (configuration not stated)
20	CCOc1cc(/C=N/Nc2nnc(C)n2N)ccc1O
21	COc1cccc(C2C(C(=O)c3sc(C)nc3C)=C(O)C(=O)N2CCN2CCOCC2)c1OC (configuration not stated)
22	CCOc1ccccc1C(=O)NC(C(=O)OCn1nnc2ccccc2c1=O)C(C)C (configuration not stated)
23	N=C1SCC(=O)N1c1ncc(Cc2ccc(F)cc2)s1
24	CCn1c(C)nnc1SCC(=O)Nc1nccs1
entry no.,19,20,21,22,23,24
DAGLB inhibitor,1.6,1.5,-5.7,-0.8,6.2,1.7
Arr AP2 block,-1.9,29.8,20.3,x,-15.6,-1.1
PKA-R2B act,0.8,-8.8,-3.4,3.1,-2.8,5.3
DSG3 Ab inh,118.6,99.2,105.1,104.3,89.3,123.0
HTR5A inv ag,8.4,-4.5,8.8,x,-7.8,1.7
MOR-DOR ag,-1.5,6.2,-2.0,x,-2.0,0.5
OPRM1-OPRD1 inv,6.3,-29.4,8.4,x,10.2,-3.8
V-ATPase pH,-1.3,-4.1,-0.3,-3.2,1.8,-4.5
HTR5A ag,-3.4,1.2,-0.4,x,-1.9,1.1
PKA-R1A act,-14.9,-6.2,-7.7,12.7,-21.9,-4.3

25	O=C(c1ccccc1)C1CN(c2ccccc2)CC1c1ccc(Cl)cc1 (configuration not stated)
26	Cc1cc2c(c(=O)n1CCN(C)C)C(c1ccc(Br)cc1)C(C#N)=C(N)O2 (configuration not stated)
27	CCC(C)N1C(=O)c2ccccc2C1C(=O)NC1CCCCCC1 (configuration not stated)
28	COc1ccccc1NC(=S)N1CCN(Cc2ccccc2)CC1
29	O=C(O)CCn1cc(/C=C\C(=O)c2ccc(Cl)cc2)c(-c2cccc(Br)c2)n1
30	COc1ccc(Cl)cc1NS(=O)(=O)c1cc(Br)cnc1N
entry no.,25,26,27,28,29,30
DAGLB inhibitor,0.9,-0.1,-0.1,1.9,6.1,3.7
Arr AP2 block,11.0,2.6,2.2,-12.1,-1.0,8.0
PKA-R2B act,4.1,-7.3,-14.7,-22.4,-3.6,1.3
DSG3 Ab inh,104.7,107.0,107.0,96.7,115.6,x
HTR5A inv ag,7.1,8.9,-6.3,-0.9,-4.2,-8.2
MOR-DOR ag,0.3,0.5,-1.5,0.1,-4.9,1.1
OPRM1-OPRD1 inv,-1.8,-2.8,8.3,-0.6,26.3,-5.5
V-ATPase pH,-1.8,-0.3,0.8,1.3,5.8,-2.1
HTR5A ag,-0.6,-1.1,1.6,0.2,2.3,2.7
PKA-R1A act,-7.9,0.3,-17.6,-1.1,-2.4,-9.5

31	O=c1cc(CN2CCN(c3ccccc3F)CC2)c2cc3c(cc2o1)CCCC3
32	CCOC(=O)CC(NC(=O)CCc1c(C)nc2ncnn2c1C)c1ccc(C)cc1 (configuration not stated)
33	CCOC(=O)Cc1csc(NC(NC(=O)OCC)(C(F)(F)F)C(F)(F)F)n1
34	COc1ccc([N+](=O)[O-])cc1NC(=O)C(C)OC(=O)c1cccnc1Cl (configuration not stated)
35	O=C1CCc2ccccc2N1Cc1ccccc1
36	O=C(CSc1nnc(-c2cccnc2)n1-c1ccccc1)N1CCN(c2ccc(F)cc2)CC1
entry no.,31,32,33,34,35,36
DAGLB inhibitor,-3.0,-1.0,0.4,-1.2,-0.7,0.6
Arr AP2 block,-11.8,7.9,4.4,-7.7,2.8,-2.7
PKA-R2B act,-9.9,-0.2,-5.6,-1.5,1.9,-2.4
DSG3 Ab inh,98.3,86.0,71.2,97.8,99.2,112.5
HTR5A inv ag,-27.4,8.6,-28.1,10.6,-21.4,-9.1
MOR-DOR ag,-0.2,-2.1,-0.9,-0.9,-1.7,-1.1
OPRM1-OPRD1 inv,0.9,10.7,5.7,5.2,7.9,6.7
V-ATPase pH,1.0,-2.8,0.8,-6.2,-1.2,-0.7
HTR5A ag,4.1,-2.9,1.7,-4.0,6.0,-1.5
PKA-R1A act,-4.3,6.3,-3.8,-8.7,-7.9,0.1

37	CC(C)N(C(=O)CSc1nnc(Cc2csc(Nc3ccccc3)n2)o1)C(C)C
38	CCOC(=O)c1ccc(NC(=O)CSc2nnc(-c3ccncc3)n2C)cc1
39	COCCN(CC(=O)NC1CCCCC1)C(=O)CSc1nc2ccccc2o1
40	O=C(CCC(=O)c1cccs1)NCCc1ccc(F)cc1
41	CCC(=O)NCCNc1nc2cc(C)cc(C)c2cc1C#N
42	CCc1cc(=O)oc2c(C)c(OCC(=O)NCCCN3CCOCC3)ccc12
43	O=C(Nc1cccc2c1C(=O)NC2=O)c1cccc(N2C(=O)CCC2=O)c1
44	COc1ccccc1C(=O)NNC(=O)C(=O)NCc1ccccc1
entry no.,37,38,39,40,41,42,43,44
DAGLB inhibitor,-1.2,0.2,1.2,-0.5,-0.3,1.5,-1.7,-0.7
Arr AP2 block,24.8,-5.3,-2.1,-6.5,27.4,-5.5,24.5,3.9
PKA-R2B act,1.8,-4.8,-11.9,-9.1,-3.0,-3.1,-7.6,9.6
DSG3 Ab inh,92.7,101.0,106.7,97.8,93.4,x,98.4,100.5
HTR5A inv ag,21.7,-5.7,8.3,-33.1,1.2,5.2,-7.9,0.6
MOR-DOR ag,-2.8,-3.5,-3.7,-4.2,-1.5,-1.3,-2.2,-1.2
OPRM1-OPRD1 inv,14.4,20.9,22.5,21.7,7.5,6.9,10.9,6.1
V-ATPase pH,-1.6,3.4,0.0,2.4,-1.4,-1.5,1.9,-2.1
HTR5A ag,5.3,-3.9,5.2,13.5,0.1,8.2,3.0,-0.2
PKA-R1A act,-4.5,5.9,-10.2,-7.2,4.7,-5.4,-4.3,-7.0

Source: PubChem BioAssay
